# phage Ecoli inh: growth loss of phage-infected E. coli, primary screen, RecBCD inhibitor project, absorbance, with phage, HTS. 360,000 compounds, 0.26% hits. AID 651602, 2012. inhibition, % at 11.9 µM; in the data active = inhibition above about 11%
# * marks the source's active call; other numbers are inactive results. This is a subset; the hit share may differ from the screen's.
SMILES,phage Ecoli inh
CCCCNC(=O)C(c1ccc(-c2ccccc2)cc1)N(CCN1CCOCC1)C(=O)CCCCCN1C(=O)NC(c2ccc([N+](=O)[O-])cc2)C(C(=O)OCc2ccccc2)=C1C (stereo unspecified),-0.5
COc1ccc(OC)c(NC(=O)C2(C)CCN2C(=O)C(C)(C)c2ccccc2)c1 (stereo unspecified),0.9
CCCCCCCCN1C(=O)[C@H](CC(=O)N2CCSCC2)C[C@@]2(C(=O)OC)CCCCC=C12,-0.2
COc1ccccc1C(CC(=O)c1ccccc1)C(=O)c1ccccc1 (stereo unspecified),-0.9
CSc1ccc(CN2CCC2(C)C(=O)Nc2cnc3ccccc3c2)cc1 (stereo unspecified),1.1
CC(=O)Oc1ccc(Cn2c(C)c(C(=O)NCc3ccc(C#N)cc3)sc2=O)cc1,2.0
COc1ccc(C(N)c2csc(Nc3ncccn3)n2)cc1 (stereo unspecified),-0.3
O=C(Nc1ccc(F)c(Cl)c1)c1csc([C@@H]2O[C@H](CO)[C@H](O)[C@H](O)[C@H]2O)n1,0.5
COc1ccccc1Cc1c(C2CCCCC2)nc2ccc(Cl)cn12,3.0
CCCCC[C@H]1CCCCC[C@@H](O)C[C@@H](O)[C@@H](O)/C=C/C(=O)O1,3.9
CCCNC(=O)C1(C)CCCN(C(=O)Cc2ccc(OC)c(OC)c2)C1 (stereo unspecified),3.3
CCNC(=O)C1(C)CCN1Cc1cc(-c2ccccc2)n(C)n1 (stereo unspecified),2.5
O=C1NC[C@@H](CCCCN2C[C@H](Cc3ccc(O)cc3)N(CC3CCCCC3)C(=O)C2=O)N(Cc2ccccc2)C1=O,2.0
Cc1ccc(-c2c(C(=O)c3ccccc3)[nH]c(N)c2C(=O)NCCc2c[nH]c3ccccc23)cc1,0.0
CCc1nc2ccc(C(=O)NCC3CCCCC3)cn2c1N(CCC(C)C)CCN(C)C,0.4
C[C@H](c1ccccc1)N1C[C@H](COCc2ccccc2)Oc2cc(N3CC[C@H](O)C3)ccc2S1(=O)=O,1.5
Cc1ccccc1CNC(=O)c1csc([C@@H]2C[C@H](O)[C@@H](CO)O2)n1,1.2
O=C(NCc1ccccc1)[C@H]1CCCN1C(=O)[C@H]1CCCN1C(=O)c1ccccc1C(F)(F)F,0.8
Cc1noc(C)c1S(=O)(=O)N1CCCc2nc(-c3ccccc3)ccc21,3.6
CCOC(=O)C1=CC[C@@H](c2ccccc2)N(S(=O)(=O)c2ccc(C)cc2)[C@H]1/C=C/c1ccccc1,1.7

# Grouped by structure: those above with nitrogen in an aromatic ring
SMILES,phage Ecoli inh
CSc1ccc(CN2CCC2(C)C(=O)Nc2cnc3ccccc3c2)cc1 (stereo unspecified),1.1
CC(=O)Oc1ccc(Cn2c(C)c(C(=O)NCc3ccc(C#N)cc3)sc2=O)cc1,2.0
COc1ccc(C(N)c2csc(Nc3ncccn3)n2)cc1 (stereo unspecified),-0.3
O=C(Nc1ccc(F)c(Cl)c1)c1csc([C@@H]2O[C@H](CO)[C@H](O)[C@H](O)[C@H]2O)n1,0.5
COc1ccccc1Cc1c(C2CCCCC2)nc2ccc(Cl)cn12,3.0
CCNC(=O)C1(C)CCN1Cc1cc(-c2ccccc2)n(C)n1 (stereo unspecified),2.5
Cc1ccc(-c2c(C(=O)c3ccccc3)[nH]c(N)c2C(=O)NCCc2c[nH]c3ccccc23)cc1,0.0
CCc1nc2ccc(C(=O)NCC3CCCCC3)cn2c1N(CCC(C)C)CCN(C)C,0.4
Cc1ccccc1CNC(=O)c1csc([C@@H]2C[C@H](O)[C@@H](CO)O2)n1,1.2
Cc1noc(C)c1S(=O)(=O)N1CCCc2nc(-c3ccccc3)ccc21,3.6

# (next part)
SMILES,phage Ecoli inh
CCCCC[C@H](C)N1C[C@H](COCc2ccccc2)Oc2cc(N3CC[C@H](O)C3)ccc2S1(=O)=O,3.2
CC(C)=CCC[C@H](C)C[C@@H]1CC2=C(C(=O)OC(C)(C)O2)[C@@H](c2ccc(F)cc2)O1,3.2
C[C@H]1COc2cccc(N3CCC[C@@H]3CO)c2S(=O)(=O)N1,1.4
CC1(C(=O)Nc2ccc3c(c2)OCO3)Cc2c(-c3ccc4c(c3)OCO4)ccnc2O1 (stereo unspecified),1.2
O=C(/C=C/[C@H]1O[C@@H](n2cnc3c(NC(=O)c4ccccc4)ncnc32)[C@H](O)[C@@H]1O)NCc1cccs1,0.7
Cn1c(=O)c2cc(NC(=O)Cc3ccccc3F)ccc2n1-c1ccc(C(C)(C)C)cc1,3.3
O=C(NC1CCCCC1)c1ccc(-c2cn[nH]c2)c2ccoc12,3.6
O=C(C[C@H]1CC[C@H]2[C@@H](COC[C@@H](O)CN2S(=O)(=O)c2ccccc2)O1)N[C@@H]1CCN(Cc2ccccc2)C1,0.4
C=CCCC1CN(Cc2ccc(OC)cc2)S(=O)(=O)c2c(cccc2N(C)S(=O)(=O)c2ccc(C)cc2)O1 (stereo unspecified),3.1
OC[C@@H]1CN(C2CCCC2)C[C@H](n2cnc3c(NC4CC4)ncnc32)O1,1.4
Cc1cccc(C)c1NC(=O)Nc1nnc([C@H]2C[C@H](O)[C@@H](CO)O2)s1,3.6
CC1CCCN(c2cccc3c2S(=O)(=O)N(Cc2cccc(F)c2)[C@@H](C)[C@H](c2ccccc2)O3)C1 (stereo partly specified),-1.0
O=C(C1=NOC2(C1)C(=O)Nc1ccccc12)N1CCCC1 (stereo unspecified),4.7
COC(=O)C1=C(C)N(Cc2ccc(F)cc2)C(=S)NC1c1cccc(OC)c1 (stereo unspecified),1.7
OC(c1ccc(F)cc1)c1nc(-c2cccc(F)c2)cs1 (stereo unspecified),4.4
Nc1[nH]c(C(=O)c2ccccc2)c(-c2ccc(Cl)cc2)c1C(=O)c1c[nH]c2cc(F)ccc12,1.6
O=S1(=O)CCSC[C@@H](CNCc2ccco2)N1,3.5
O=c1c2ccccc2nnn1Cc1ccco1,-0.3
O=C(NCCc1ccccc1F)c1[nH]c(C(F)(F)F)nc1-c1ccccc1,2.1
O=C(NCc1ccccc1Cl)c1csc([C@@H]2O[C@H](CO)[C@@H](O)[C@H]2O)n1,-0.3
Cc1ccc(S(=O)(=O)N2C[C@H]3C(=O)C[C@@H](c4ccccc4)N(S(=O)(=O)c4ccc(C)cc4)[C@H]3C[C@H]2c2ccccc2F)cc1,1.7
NC(CO)c1csc(NC(=O)Nc2cccc(Cl)c2)n1 (stereo unspecified),2.8
COc1ccc(C(C)(O)c2nc(-c3ccoc3)cs2)cc1 (stereo unspecified),1.4
Cc1ccc(CNC(=O)C2(C)CCN2C(=O)Cc2ccc(C(C)(C)C)cc2)cc1 (stereo unspecified),1.2
O=C1NC[C@H](CCCCN2C[C@H](Cc3ccc(O)cc3)N(CCc3ccccc3)C(=O)C2=O)N(CCc2ccccc2)C1=O,-0.1
COc1ccccc1C(O)c1ncc(-c2cccc3ccccc23)[nH]1 (stereo unspecified),2.9
OCC(CCc1c[nH]c2ccccc12)c1c[nH]c2ccccc12 (stereo unspecified),2.2
CCCNC(=O)C1(C)CCN1C(=O)c1ccc(C(C)(C)C)cc1 (stereo unspecified),2.5
CCCCn1nnnc1C(c1cc2ccccc2o1)N1CCOCC1 (stereo unspecified),3.7
CC1(C(=O)O)CCN1C(=O)COc1ccc(Cl)cc1 (stereo unspecified),2.9
COc1ccc(Cl)cc1-c1cc(C(=O)Nc2cc(OC)c(OC)c(OC)c2)[nH]n1,1.9
NC(c1csc(Nc2cnccn2)n1)C1CCCCC1 (stereo unspecified),1.9
O=C(NCc1ccc(C(F)(F)F)cc1)c1cccc2c(-c3ccc(F)c(F)c3)coc12,5.7
COC(=O)c1cc2c(c3c4cc(OC)ccc4n(S(=O)(=O)c4ccc(OC)cc4)c13)C(=O)N(Cc1ccc(C(F)(F)F)cc1)C2,3.3
Cc1ccc2ccc(C(Nc3ccccc3)c3ccccc3)c(O)c2n1 (stereo unspecified),12*
O=c1[nH]c(=S)[nH]c2c1C(c1ccccc1)OC(C1CCCCC1)C2 (stereo unspecified),2.2
CC(C)Oc1ccc(CN2CCC2(C)C(=O)NCc2cccc3ccccc23)cc1 (stereo unspecified),3.8
COc1cccc(CNC(=O)[C@@H]2CCCN2C(=O)[C@H]2CCCCN2C(=O)c2cccc(Cl)c2)c1,2.1
CN(C)C(=O)c1cccc(-c2cnc3c(NC=O)cc(-c4cccc(F)c4)cn23)c1,3.1
O=C(Nc1ccc(F)cc1)C(CCc1ccccc1)N1CCN(CC(=O)N2CCCC2)CC1 (stereo unspecified),2.9
CC(=O)c1ccc(OC2(C)CCN(CCOc3ccc(C)cc3)C2)cc1 (stereo unspecified),1.7
CCCCNC(=O)C[C@@H]1C[C@@]2(C(=O)OCC)CCC=C2N(Cc2ccco2)C1=O,0.7
COc1ccc(C(O)c2ncc(-c3cccc(F)c3)[nH]2)cc1F (stereo unspecified),1.9
COc1ccc(-c2nc3ccc(Br)cn3c2Cc2ccc(C)cc2)cc1OC,2.9
CCCc1c(-c2cccc(Cl)c2)ncn1Cc1cccc(-c2ccccc2)c1,2.5
O=C(NCc1ccccc1)c1cc(C2CCCN(S(=O)(=O)c3cccs3)C2)on1 (stereo unspecified),2.2
CCOC(=O)C1=CCN(S(=O)(=O)c2ccc(Br)cc2)C1c1cccc(C)c1 (stereo unspecified),1.5
CN(Cc1ccccc1)C(=O)c1ccc(Nc2nc(C(N)Cc3ccc(C(F)(F)F)cc3)cs2)nc1 (stereo unspecified),0.3
Fc1ccc2cnc(-c3ccsc3)cc2c1,0.6
CC(=O)Nc1cc(-c2ccccc2Cl)cn2c(-c3ccc(S(C)(=O)=O)cc3)cnc12,1.1
O=C1NCCN1CCNc1nc(NCC2CC2)nc2cc(-c3ccccc3)sc12,2.2
Cn1ccc2c(-c3cncc4ccccc34)cc3c(c21)C1CCC3O1 (stereo unspecified),0.7
COc1ccc(CC(N)c2csc(NC(=O)Nc3cccc(C(F)(F)F)c3)n2)cc1 (stereo unspecified),-1.2
C#CCN(Cc1cccc(F)c1)C(=O)c1nnc2c3cc(F)ccc3n(S(=O)(=O)c3ccc(OC)cc3)c2n1,0.7
CC(C)(C)OC(=O)N1CCC[C@@H]1C(=O)NCc1ccccc1Cl,-0.2
CCc1ccc2c(c1)NC(=O)C2(C)Cc1ccccc1 (stereo unspecified),4.9
COC(=O)[C@]12CCCCC=C1N(Cc1ccc(Cl)cc1Cl)C(=O)[C@H](CC(=O)N1CCC(c3ccccc3)CC1)C2,-4.5
CCCNC(=O)C[C@@H]1CC[C@@H]2[C@H](COC[C@H](O)CN2C(=O)c2cc(Cl)cc(Cl)c2)O1,0.5
CCCCn1nnnc1C(c1cc2ccccc2o1)N1CCN(c2cc(C)nc3ccccc23)CC1 (stereo unspecified),8.9
Cc1ccc(C(O)c2ncc(-c3ccccc3F)[nH]2)c(C)c1 (stereo unspecified),2.6

# Continued, overlapping the part above by 2 compounds.
SMILES,phage Ecoli inh
CCCCn1nnnc1C(c1cc2ccccc2o1)N1CCN(c2cc(C)nc3ccccc23)CC1 (stereo unspecified),8.9
Cc1ccc(C(O)c2ncc(-c3ccccc3F)[nH]2)c(C)c1 (stereo unspecified),2.6
O=S1(=O)N[C@H](Cc2ccccc2)COc2cc(N3CCC[C@H]3CO)ccc21,2.9
COC(=O)[C@]12C[C@H](CC(=O)NCc3cccc4ccccc34)C(=O)N(Cc3ccccc3)C1=C[C@H](C(C)(C)C)O[C@@H]2C,2.1
CC(=O)Nc1ccc(CN(C)c2c(C)nc3ccc(C(=O)NCCCn4ccnc4)cn23)cc1,2.2
CC1(C(=O)O)CCN1C(=O)c1ccccc1F (stereo unspecified),1.5
Cc1cc2nc(-c3ccc(F)cc3)c(Cc3cccc(Cl)c3)n2c(C)c1Br,3.0
COc1ccc(S(=O)(=O)NC(=O)C2(C)CCN2C(=O)Cc2ccccc2Cl)cc1OC (stereo unspecified),2.2
Fc1cccc(F)c1C(Nc1nncs1)Nc1nncs1,1.0
O=C1NC[C@H](Cc2ccccc2)N(C[C@@H]2CCCN2C[C@H](Cc2ccc(O)cc2)N2C[C@H](Cc3ccccc3)N(CC3CCCCCC3)C(=O)C2=O)C1=O,2.4
CCC(C)CN1C(=O)CSCC1(C)C(=O)NCc1ccccc1 (stereo unspecified),3.3
OC[C@@H]1CN(Cc2ccncc2)C[C@H](n2cnc3c(NC4CCCC4)ncnc32)O1,1.8
CC(C)NC(=O)c1cc(C2CCCCN2C(=O)c2ccc(Cl)cc2)on1 (stereo unspecified),-0.8
CN1OC[C@@H]2CN(S(=O)(=O)c3cccc4ccccc34)[C@H](c3ccc(N4CCCCC4)cc3)C[C@@H]21,0.7
CC(C)[C@H](NC(=O)C1CCCC1)C(=O)N1CCC[C@H]1C(=O)NCCc1ccccc1Cl,1.4
CCN(C)C1CN(Cc2cn(Cc3ccc(C(F)(F)F)cc3)nn2)S(=O)(=O)C1 (stereo unspecified),3.1
O=c1[nH][nH]c2c1[C@H](CCc1cccc(Cl)c1)O[C@H](C1CC1)C2,2.1
O=C(N[C@@H]1CC[C@@H](CCNS(=O)(=O)c2ccc(Cl)cc2)O[C@@H]1CO)c1cccnc1,1.1
CN1CCN(c2ccc(-c3cccc4nccn34)cn2)CC1,3.6
CCCCN1CC(COCc2ccccc2)Oc2cccc(Oc3ccc(SC)c(C)c3)c2S1(=O)=O (stereo unspecified),0.6
CC(C)[C@@H]1Cc2[nH]c(=O)[nH]c(=O)c2[C@H](c2ccc(F)cc2)O1,2.3
CCCc1ccc(-c2cc(NC(=O)Cc3c[nH]c4ccccc34)ccc2Nc2cccnc2)cc1,-2.5
CS(=O)(=O)Nc1ccc(Br)cc1,3.8
CC(=O)N1CCC(C(=O)N2c3ccccc3N=C(c3ccc(C(F)(F)F)cc3)C2C(=O)NC(C)(C)C)CC1 (stereo unspecified),0.4
O=C(C(=O)N1CCC(Cc2ccccc2)CC1)c1ccccc1Br,-2.2
CCCCCCCCN1C(=O)[C@H](CC(=O)NCc2ccccc2)C[C@@]2(C(=O)OC)CCCCC=C12,0.9
COC(=O)C[C@H]1C=C[C@H](NC(=O)c2cccc(F)c2)[C@@H](CO)O1,4.4

# Quoted from the listing:
# Under phage Ecoli inh, `CC(=O)N1CCC(C(=O)N2c3ccccc3N=C(c3ccc(C(F)(F)F)cc3)C2C(=O)NC(C)(C)C)CC1` (stereo unspecified) has the entry 0.4
# Under phage Ecoli inh, `O=C(C(=O)N1CCC(Cc2ccccc2)CC1)c1ccccc1Br` has the entry -2.2

# From PubChem
